# Screens deposited in PubChem by Sanford-Burnham Center for Chemical Genomics.
# APJ ag: activates the human apelin receptor APJ | P35414 | CHO-K1 APJ PathHunter beta-arrestin, luminescence; 0% DMSO wells, 100% apelin | activation, % at 20 µM | 330,000 tested, 0.11% active | AID 2520;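 active means activation more than six SD over the plate average, tested at 20 µM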;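 further: 0% = DMSO alone and 100% = apelin-13 at 10 nM; some results filed as inactive read as strong as hits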
#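 Assay system: engineered CHO-K1 APJ arrestin reporter cells; Amount: 1000 CHO-K1 reporter cells seeded per well; Dosing: one dose, 20 µM compound, 1% DMSO; Times: compound stimulation 90 min at 25 °C, detection 60 min; Measured by: luminescent beta-gal fragment complementation, chemiluminescent substrate; Read-out: APJ–arrestin association signal; Controls: DMSO vs Apelin-13 10 nM.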
# UPR CHOP act: activators of apoptotic arm of unfolded protein response (CHOP); activation, % at 10 µM; 330,000 tested, 0.34% active; CHO-CHOP luciferase reporter, UPR activation, luminescence; percent of tunicamycin response over DMSO baseline; AID 449763;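 active means at 10 µM dose, activation of 40% or more, normalized to positive control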;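 further: 100% = tunicamycin at 10 µg/mL and 0% = DMSO alone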
#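 System: CHO-CHOP luciferase reporter cell line; amount: 500 cells/well; buffer or medium: F12 medium containing 10% fetal bovine serum; incubation: 6 h compound exposure at 37 °C after overnight seeding; measured by: luciferase luminescence after 10 min with Steady-Glo reagent; evaluation: % reporter activation, DMSO baseline versus tunicamycin full activation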
# APJ antag: APJ receptor antagonism. P35414. CHO-K1 APJ beta-arrestin complementation, luminescence. inhibition, % at 20 µM. 330,000 tested, 0.32% active;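 active means inhibition above about 40% at 20 µM, limit read from the data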;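 further: cells challenged with 10 nM apelin-13 agonist together with compound; plate controls were apelin-13 plus DMSO wells for no effect and DMSO wells lacking apelin-13 for full effect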
# EBI2 block: blocks human EBI2 receptor beta-arrestin signaling. 360,000 tested, 0.81% active. P32249. EBI2 beta-arrestin recruitment, luminescence, 7a,25-OHC stimulated. inhibition, % at 5 µM; in the data active means inhibition above about 38%;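 further: enzyme fragment complementation signal reports receptor beta-arrestin coupling in cells; 0% = agonist plus DMSO wells and 100% = wells without agonist; some results beyond the cut were filed as inactive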
# CCR6 antag: antagonists of human CCR6 receptor. AID 493098. CHO-K1 CCR6 PathHunter beta-arrestin, luminescence, CCL20-stimulated. P51684. inhibition, % at 20 µM. 340,000 tested, 0.49% active;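 active means compounds whose inhibition of the agonist-driven luminescence signal at 20 µM reaches about 50%, limit read from the data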;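 further: cells stimulated with CCL20 at 14 nM final; plate controls were DMSO with CCL20 for no effect and DMSO without agonist for full effect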
# tim23-1 inh: growth inhibitors of tim23-1 mutant yeast | inhibition, % at 20 µM | S. cerevisiae tim23-1 growth, BacTiter-Glo luminescence, 24 h | 330,000 tested, 1.3% active;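 active means growth inhibition of the mutant yeast at or above 50%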;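 further: temperature-sensitive mutant grown at 25 °C; plate controls were DMSO-treated mutant yeast for no effect and medium wells lacking yeast for full effect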
# UPR XBP1 act: activators of adaptive arm of unfolded protein response (XBP1); CHO-XBP1 luciferase reporter, IRE1-XBP1 UPR activation, luminescence; percent of tunicamycin response, DMSO as zero; activation, % at 20 µM; 330,000 tested, 0.33% active; AID 463104;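 active means versus positive control, 20 µM dose yields 30% or more activation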;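 further: 100% = tunicamycin at 10 µg/mL and 0% = DMSO only wells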
#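 incubation = overnight seeding at 37 °C, 6 h compound treatment at 37 °C | assay system = CHO-XBP1 cells stably carrying IRE1-XBP1-driven luciferase reporter | input = 1000 cells per well | detection = luciferase luminescence | dosing = single point, 20 µM final compound, 1% DMSO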
# Mdm2 MdmX PPI: inhibitors of human Mdm2/MdmX interaction. SaOS-2 split-luciferase Mdm2/MdmX complementation, luminescence. inhibition, % at 8 µM. 330,000 tested, 3% active;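 active means inhibition of at least 50% at 8 µM in the primary screen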
# Target sequence (O15151 whole entry, looked up): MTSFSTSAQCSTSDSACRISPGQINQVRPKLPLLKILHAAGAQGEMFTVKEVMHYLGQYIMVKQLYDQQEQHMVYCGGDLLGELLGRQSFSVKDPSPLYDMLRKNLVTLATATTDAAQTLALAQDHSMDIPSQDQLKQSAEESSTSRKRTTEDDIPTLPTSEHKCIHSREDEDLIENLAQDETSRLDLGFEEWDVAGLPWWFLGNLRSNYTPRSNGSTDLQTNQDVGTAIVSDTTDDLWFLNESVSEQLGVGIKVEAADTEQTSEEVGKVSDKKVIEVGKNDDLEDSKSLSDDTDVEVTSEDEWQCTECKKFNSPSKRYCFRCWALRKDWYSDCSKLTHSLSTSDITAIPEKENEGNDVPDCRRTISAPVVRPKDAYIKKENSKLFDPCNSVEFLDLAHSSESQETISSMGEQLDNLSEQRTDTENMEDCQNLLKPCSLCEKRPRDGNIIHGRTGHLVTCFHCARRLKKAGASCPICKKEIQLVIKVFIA
# Target sequence (Q00987 whole entry, looked up): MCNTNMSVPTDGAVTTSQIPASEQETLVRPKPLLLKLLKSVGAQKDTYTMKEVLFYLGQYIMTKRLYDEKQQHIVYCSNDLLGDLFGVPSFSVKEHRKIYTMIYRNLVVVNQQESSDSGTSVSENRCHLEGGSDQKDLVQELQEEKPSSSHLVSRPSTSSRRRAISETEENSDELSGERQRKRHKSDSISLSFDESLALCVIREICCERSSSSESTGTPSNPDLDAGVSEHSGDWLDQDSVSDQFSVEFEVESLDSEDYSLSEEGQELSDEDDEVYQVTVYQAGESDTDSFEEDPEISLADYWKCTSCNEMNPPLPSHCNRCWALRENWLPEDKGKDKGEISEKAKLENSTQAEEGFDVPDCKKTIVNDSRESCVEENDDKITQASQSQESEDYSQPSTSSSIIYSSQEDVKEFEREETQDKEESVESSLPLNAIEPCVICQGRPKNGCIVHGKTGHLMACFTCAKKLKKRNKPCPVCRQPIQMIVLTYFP
# CXCR6 block: blocks human CXCR6 beta-arrestin recruitment | O00574 | CHO-K1 PathHunter CXCR6 beta-arrestin, luminescence | inhibition, % at 20 µM | 360,000 tested, 0.36% active; in the data active means inhibition above about 34%, passing the limit was not always enough;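 further: antagonist mode with CXCL16 agonist at 10 nM final; 0% = 10 nM CXCL16 with DMSO and 100% = unstimulated wells without agonist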
# * = called active by the depositor; nt = no result given. This is a subset; count on the stated rates, not on these rows.
SMILES,APJ ag,UPR CHOP act,APJ antag,EBI2 block,CCR6 antag,tim23-1 inh,UPR XBP1 act,Mdm2 MdmX PPI,CXCR6 block
CC(C)NC(=O)N(C)C[C@@H]1Oc2c(NC(=O)C3CCOCC3)cccc2C(=O)N([C@@H](C)CO)C[C@H]1C,-1,0.1,-5,-3,10,-21,-1,4,3
CCCCOC(=O)Nc1nnc(/C=C/c2ccc(OC)cc2)s1,-1,0.3,7,55*,11,14,-4,3,-10
CN1CCCC1CCNC1C2CC3CC(C2)CC1C3 (configuration not stated),5,0.9,5,-7,-11,16,0,15,0
CC1CCc2sc(-c3n[nH]c(=S)o3)cc2C1 (configuration not stated),-2,3.0,-5,8,6,37,1,-28,2
Cc1nnc(NC(=O)C2C3C=CC(O3)C2C(=O)O)s1 (configuration not stated),-2,-0.1,18,nt,nt,1,-3,-16,nt
O=C(CSc1nnc(-c2ccccc2)o1)N1CCN(c2ccccc2)CC1,-3,-0.2,-8,0,-5,-12,-2,-3,-7
C[C@H](CO)N1C[C@H](C)[C@@H](CN(C)Cc2ccc(Cl)c(Cl)c2)Oc2c(NS(=O)(=O)c3ccc(F)cc3)cccc2C1=O,-2,0.0,-2,25,13,1,3,5,5
N=C1/C(=C/c2cccn2-c2ccc([N+](=O)[O-])cc2)C(=O)N=C2SC=CN12,8,54*,8,-21,24,1,8,45,6
O=C1c2cccc3cccc(c23)C(=O)N1Cc1cccnc1,-1,-1.0,-3,-17,7,12,-2,11,-10
CCN1C(=O)[C@H]2[C@@H](c3ccc(-c4ccc(OC)cc4)c(OC)c3)N[C@@](CC(C)C)(C(=O)OC)[C@H]2C1=O,-4,0.4,4,14,-5,27,-1,-1,3
COc1ccc(-c2csc3ncnc(NCCO)c23)cc1,-3,0.6,-5,-2,13,-2,-5,71*,3
O=C(Nc1ccccc1C(=O)NCc1ccccc1)c1ccco1,-1,2.2,-1,13,6,32,0,-1,0
CC(OC(=O)Cc1n[nH]c(=O)c2ccccc12)C(=O)Nc1ccc(Cl)cn1 (configuration not stated),-1,-0.5,16,12,20,32,3,-5,3
CC1CC(Nc2cccc(O)c2)=CC(=O)O1 (configuration not stated),2,-1.8,-4,0,2,-9,-5,8,6
CNC(=O)CNC(=O)Nc1ccc(Cl)c(Cl)c1,-2,-0.8,-4,-8,6,3,-2,-1,-12
O=S(=O)(c1ccc(Cl)s1)N1CCN(c2ncccn2)CC1,3,-3.0,3,-6,-1,10,2,26,2
C/C(=N/NC(=O)c1cc2ccccc2cc1O)c1ccco1,2,0.3,-30,9,23,18,-6,34,-2
CCCN(CCC)C(=S)NC(=O)c1ccc(Cl)cc1Cl,-2,1.3,-4,-2,18,42,0,15,10
Cc1nn(CC(=O)NC(C)c2ccccc2)c(=O)c2ccccc12 (configuration not stated),-3,-2.0,9,-5,10,-1,-1,2,-8
O=C(Nc1ccc(Cl)cc1N1CCOCC1)C1CCCO1 (configuration not stated),-2,-1.2,-11,-21,14,4,-3,-4,-14
CCOc1ccc(N(CC(=O)Nc2cccc(OC)c2)S(C)(=O)=O)cc1,0,4.7,16,-3,9,-2,-2,15,8
CC1CN(Cc2nc3ccccc3c(=O)[nH]2)CC(C)O1 (configuration not stated),-3,2.1,0,-14,11,0,1,-14,4
CC1CN(c2ccc([N+](=O)[O-])cc2F)CCN1C(=O)c1ccco1 (configuration not stated),-1,-0.5,12,-1,19,20,-7,-20,0
O=C(Nc1cccc(F)c1)/C(=C\c1ccco1)NC(=O)c1cccs1,-4,-0.7,-1,5,8,14,2,10,1
Cc1cc(=O)[nH]c(N/N=C/c2c(C)nn(-c3ccccc3Cl)c2Cl)n1,-1,1.5,9,3,8,3,10,31,-5
COc1ccc(-c2ccc(C(=S)N3CCN(C(C)=O)CC3)o2)cc1,-7,4.8,27,9,9,4,-1,-5,-6
O=C(COC(=O)Cn1[nH]c(=O)c2ccccc2c1=O)Nc1ncc(Cl)cc1Cl,-4,-2.7,16,-1,6,9,0,13,4
COc1ccc2[nH]c(=O)c(CNC3CCCCC3)cc2c1,-3,-3.3,5,-1,-3,9,-1,6,-4
O=C(Nc1cccc(F)c1)Nc1cnccn1,-4,1.4,-3,-5,-8,5,-3,-28,-10
CCS(=O)(=O)c1ccc(-c2cccc(NC(=O)c3ccc(Br)o3)c2)nn1,8,2.3,3,-8,4,-2,-2,-1,-1
Cc1ccc(CNC(=O)CCS(=O)(=O)c2ccc3nc(C)sc3c2)cc1,0,1.1,-2,1,0,-1,-2,1,-3
Cn1c(SCC(=O)N2CCc3ccccc32)nnc1C1CC1,-10,-2.0,2,-1,-14,4,1,22,6
O=C(c1cc(-c2ccccc2)on1)N1CCCCCC1,-2,7.2,-1,9,7,12,4,-117,2
CN(C(=O)c1ccc2c(c1)OCO2)C1(C)CCS(=O)(=O)C1 (configuration not stated),-1,1.2,-1,-8,10,12,-2,-6,-6
COc1ccc(Cc2nnc(NC(=O)C(C)C)s2)cc1,-1,-1.6,-1,-7,-6,15,3,24,9
CN(Cc1cc2ccccc2[nH]c1=O)S(C)(=O)=O,0,0.8,-4,3,-18,3,2,-17,0
CC1Sc2ccc(S(=O)(=O)N3CCC(C(=O)N4CCN(C)CC4)CC3)cc2NC1=O (configuration not stated),-1,-0.6,16,-2,8,16,-9,-11,4
CC(Cl)C(=O)N1c2ccccc2CCc2ccccc21 (configuration not stated),-1,1.1,17,-9,-10,10,0,9,-10
O=C(NC1CCCc2ccccc21)c1ccccc1 (configuration not stated),-3,-1.1,3,-2,5,8,-4,18,-3
Cc1nnc(CN(C)C(=O)c2cc(COc3ccc(F)cc3Cl)on2)o1,4,2.3,2,-9,9,6,-2,-9,1
Clc1cccc(-c2ccc(CNCCCN3CCOCC3)o2)c1,-1,-1.1,-4,-20,12,-12,-1,-1,0
Cc1ccc(COc2ccc3c(c2)OCO3)cc1,1,3.4,3,7,14,1,-4,-46,4
CCc1nnc(NC(=O)CSc2nnc(CNc3ccc(C)cc3)n2C)s1,-1,1.3,8,-3,-2,10,5,-9,-5
COCCNC(=S)N/N=C(\C)c1ccc(O)cc1,1,1.2,1,12,-6,13,-1,-4,5
O=C(COC(=O)C1CC1)Nc1ccc(Cl)cc1Cl,-4,1.2,-11,-11,3,0,-2,-13,-2
COc1cccc([C@@H]2CC=C(C(=O)O)[C@H](c3ccccc3F)N2S(=O)(=O)c2ccc(C)cc2)c1,2,0.4,-7,3,10,13,0,4,2
O=C(CCC1CCCN(Cc2cccc3c2OCO3)C1)NCc1ccc(F)c(F)c1 (configuration not stated),-3,-0.8,11,9,23,4,4,-6,5
Cc1nnc(SCC(=O)N2CCCCC2)s1,-3,1.9,2,-6,-12,-6,-1,6,-3
O=C(N/N=C/c1cccc(Br)c1)c1ccc(N2CCCC2=O)cc1,2,0.1,7,22,2,12,3,15,0
Cc1ccc(S(=O)(=O)N(C)C)cc1NC(=O)COC(=O)C1COc2ccccc2O1 (configuration not stated),-4,1.9,11,-4,12,0,-2,18,4

# At a glance, some entries already given.
SMILES,APJ ag,UPR CHOP act,APJ antag,EBI2 block,CCR6 antag,tim23-1 inh,UPR XBP1 act,Mdm2 MdmX PPI,CXCR6 block
CC(C)NC(=O)N(C)C[C@@H]1Oc2c(NC(=O)C3CCOCC3)cccc2C(=O)N([C@@H](C)CO)C[C@H]1C,-1,0.1,-5,-3,10,-21,-1,4,3
CCCCOC(=O)Nc1nnc(/C=C/c2ccc(OC)cc2)s1,-1,0.3,7,55*,11,14,-4,3,-10
CN1CCCC1CCNC1C2CC3CC(C2)CC1C3 (configuration not stated),5,0.9,5,-7,-11,16,0,15,0
CC1CCc2sc(-c3n[nH]c(=S)o3)cc2C1 (configuration not stated),-2,3.0,-5,8,6,37,1,-28,2
Cc1nnc(NC(=O)C2C3C=CC(O3)C2C(=O)O)s1 (configuration not stated),-2,-0.1,18,nt,nt,1,-3,-16,nt
O=C(CSc1nnc(-c2ccccc2)o1)N1CCN(c2ccccc2)CC1,-3,-0.2,-8,0,-5,-12,-2,-3,-7
C[C@H](CO)N1C[C@H](C)[C@@H](CN(C)Cc2ccc(Cl)c(Cl)c2)Oc2c(NS(=O)(=O)c3ccc(F)cc3)cccc2C1=O,-2,0.0,-2,25,13,1,3,5,5
N=C1/C(=C/c2cccn2-c2ccc([N+](=O)[O-])cc2)C(=O)N=C2SC=CN12,8,54*,8,-21,24,1,8,45,6
O=C1c2cccc3cccc(c23)C(=O)N1Cc1cccnc1,-1,-1.0,-3,-17,7,12,-2,11,-10
CCN1C(=O)[C@H]2[C@@H](c3ccc(-c4ccc(OC)cc4)c(OC)c3)N[C@@](CC(C)C)(C(=O)OC)[C@H]2C1=O,-4,0.4,4,14,-5,27,-1,-1,3
COc1ccc(-c2csc3ncnc(NCCO)c23)cc1,-3,0.6,-5,-2,13,-2,-5,71*,3
O=C(Nc1ccccc1C(=O)NCc1ccccc1)c1ccco1,-1,2.2,-1,13,6,32,0,-1,0
CC(OC(=O)Cc1n[nH]c(=O)c2ccccc12)C(=O)Nc1ccc(Cl)cn1 (configuration not stated),-1,-0.5,16,12,20,32,3,-5,3
CC1CC(Nc2cccc(O)c2)=CC(=O)O1 (configuration not stated),2,-1.8,-4,0,2,-9,-5,8,6
CNC(=O)CNC(=O)Nc1ccc(Cl)c(Cl)c1,-2,-0.8,-4,-8,6,3,-2,-1,-12

# (next part)
SMILES,APJ ag,UPR CHOP act,APJ antag,EBI2 block,CCR6 antag,tim23-1 inh,UPR XBP1 act,Mdm2 MdmX PPI,CXCR6 block
O=C(c1cccnc1)N1c2ccccc2Sc2ccccc21,-1,2.3,18,-4,23,-2,-1,5,9
O=c1c2ccccc2nc(SCc2ccc([N+](=O)[O-])cc2)n1CCCO,-2,4.6,3,13,13,27,2,15,1
O=C(COC(=O)CCNS(=O)(=O)c1ccccc1)NNC(=O)c1ccccc1,0,0.3,0,-5,10,-9,0,17,-12
Cc1cc(C)cc(-n2nnc(C(=O)NCc3ccco3)c2N)c1,1,5.0,-9,-7,15,38,-1,20,8
Cc1c(NC(=O)c2ccc(Cl)nc2)cccc1-c1nc2cccnc2s1,0,-1.0,-2,-11,5,23,-2,38,-25
COc1cccc(-c2nnc(-c3ccc(C(F)(F)F)cc3)o2)c1,-2,5.6,18,-2,7,25,2,-48,1
CC(Sc1nnc(COc2ccc([N+](=O)[O-])cc2)n1-c1ccccc1)C(=O)O (configuration not stated),1,0.0,1,2,6,24,-3,-5,5
